RBX1-CUL1 inh: inhibitors of human ROC1-CUL1 ubiquitin ligase activity; P62877+Q13616; in vitro K48 di-Ub FRET, acceptor:donor ratio, 45 min; inhibition, % at 10 µM; actives 0.6% (n = 140,000); AID 1347404; in the data active = inhibition above about 25%
Target sequence (P62877 whole entry, looked up): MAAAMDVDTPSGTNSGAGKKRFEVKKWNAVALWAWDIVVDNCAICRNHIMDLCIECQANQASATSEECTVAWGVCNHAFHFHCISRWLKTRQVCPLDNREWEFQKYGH
Target sequence (Q13616 whole entry, looked up): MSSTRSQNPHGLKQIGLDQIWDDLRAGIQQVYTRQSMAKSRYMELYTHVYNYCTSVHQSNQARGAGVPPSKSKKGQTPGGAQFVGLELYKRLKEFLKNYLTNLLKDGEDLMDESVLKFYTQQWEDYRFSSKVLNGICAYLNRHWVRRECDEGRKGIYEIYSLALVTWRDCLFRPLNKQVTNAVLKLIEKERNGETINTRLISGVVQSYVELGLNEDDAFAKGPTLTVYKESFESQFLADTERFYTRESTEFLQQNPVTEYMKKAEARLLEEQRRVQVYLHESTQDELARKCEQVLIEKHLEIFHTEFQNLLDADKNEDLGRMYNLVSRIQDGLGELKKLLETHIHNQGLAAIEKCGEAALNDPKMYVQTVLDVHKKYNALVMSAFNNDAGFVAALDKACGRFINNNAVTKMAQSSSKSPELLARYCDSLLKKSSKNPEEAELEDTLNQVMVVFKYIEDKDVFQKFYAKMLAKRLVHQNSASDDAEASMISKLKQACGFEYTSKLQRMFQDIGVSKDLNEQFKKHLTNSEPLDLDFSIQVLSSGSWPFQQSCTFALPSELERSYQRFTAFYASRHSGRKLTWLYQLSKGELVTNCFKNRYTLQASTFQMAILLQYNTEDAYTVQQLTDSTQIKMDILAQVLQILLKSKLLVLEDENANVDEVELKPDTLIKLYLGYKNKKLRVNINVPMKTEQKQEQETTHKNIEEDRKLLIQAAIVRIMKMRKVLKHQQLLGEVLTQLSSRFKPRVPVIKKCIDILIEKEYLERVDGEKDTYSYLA
* hit, by the source's call.

SMILES	RBX1-CUL1 inh
CN1CCN(C2=C(Cl)C(=O)N(c3ccc(I)cc3)C2=O)CC1	14
CCOc1ccc(Br)cc1S(=O)(=O)N(CC)C1CCCCC1	-4
COc1ccc(N(CC(=O)NCc2ccc(Cl)cc2)S(C)(=O)=O)cc1Cl	10
Cc1cc(Cl)ccc1NS(=O)(=O)c1c(C(=O)N2CCC(C)CC2)c(C)n(C)c1C	6
CCOc1cnc(-c2ccc(C)cc2)[nH]1	-6
O=C(Cn1c(=O)nc(-c2ccccc2)c2cc(Cl)ccc21)NCCc1ccccc1	-2
COc1ccc(C(=O)COC(=O)c2ccc(C)c(S(=O)(=O)N3CCCCC3)c2)cc1OC	2
CCc1c(C)sc(NC(=O)c2cc(-c3ccc(OC)c(OC)c3)on2)c1C#N	3
CCOC(=O)c1cnc(SCC(=O)Nc2cccc(Cl)c2C)nc1N	1
Clc1ccc(/C=N/NC2=NNc3nc4ccccc4n3C2)cc1	-6
C=C(C)CC1(NCc2ccccc2)CCCCC1	1
COC(=O)C1CC(=S)N(C(=O)OC)C1 (configuration not stated)	5
CCc1ccc(CNC(=O)c2cnc3sc(N4CCCCC4)nn3c2=O)cc1	-5
O=C(NCc1ccc(Cl)cc1)c1cnc2sc(N3CCCCCC3)nn2c1=O	-7
OC(CN1CCOCC1)Cn1c(C(F)(F)F)nc2ccccc21 (configuration not stated)	-2
O=C(CC=Nc1ccc(Br)cc1)c1cccnc1	-7
C=CCc1cc(/C=N/NC(=O)c2ccncc2)cc(OCC)c1O	1
CCOC(=O)C1CCN(c2cc(C)nc3c(-c4ccccc4OC)c(C)nn23)CC1	8
CCc1ccc(S(=O)(=O)NCc2ccc(F)cc2)cc1	5
Cc1cc(C(=O)N(C)C(Cc2ccccc2)C2CCN(C(=O)/C(F)=C/c3ccccc3)CC2)n(C)n1 (configuration not stated)	-5
Cc1nc2c3cccnc3nn2c(C)c1CCC(=O)NCc1ccccc1Cl	5
O=C(CCN1C(=O)C2CC=C(Cl)CC2C1=O)Nc1ccccc1O (configuration not stated)	5
Cc1cc(C)cc(Oc2nc3c(c(=O)n(C)c(=O)n3C)n2Cc2ccccc2F)c1	4
Cc1nc(C)c(CC(=O)N2CCCC(CNC(=O)c3ccco3)C2)s1 (configuration not stated)	2
Cc1csc(SCC(=O)Nc2nncs2)n1	9
Cc1ccc(CN2CCN(CC(=O)NC3CCCCC3)CC2)cc1	-8
O=C1CCC(CCC(=O)N2CCCC2c2ccc(F)cc2)(Cc2ccc(Cl)cc2)N1 (configuration not stated)	8
COc1ccc2nc(SCC(=O)Nc3cccc(C)c3)[nH]c2c1	-6
Cc1sc2c(c1C)c(=O)n(CCc1ccccc1)c(=O)n2Cc1ccc(F)cc1	-7
O=C(N=C(Cc1cccnc1)C(=O)N1CCOCC1)c1cccc(Br)c1	1
O=C1CCCc2cc(S(=O)(=O)N3CCCC(C(=O)NCc4ccccc4Cl)C3)ccc2N1 (configuration not stated)	-1
CC1=NN(c2ccc(Cl)cc2)C(=O)C1C=NN1C(=O)c2cccc3c(N(C)CCO)ccc(c23)C1=O (configuration not stated)	0
CCc1ccccc1NC(N)=Nc1nc(C)cc(C)n1	5
COc1ccccc1C1NC(=O)c2n[nH]c(-c3cccs3)c21 (configuration not stated)	3
CCOC(=O)c1c(NC(=O)CN2CCCCC2)sc2c1CCCC2O (configuration not stated)	13
Nc1cc(Cl)ccc1N1CCN(C(=O)c2ccccc2F)CC1	-3
COc1ccccc1NC(=O)C1C(C)=NC(SCC(=O)Nc2ccccc2)=C(C#N)C1c1ccc(C)s1 (configuration not stated)	-2
CS(=O)(=O)N(CC(=O)NCc1ccc(Cl)cc1Cl)C1CCCCC1	-1
CCOC(=O)c1ccc(NC(=O)C(=O)NCCc2ccc(OC)cc2)cc1	7
Cc1cnc(NCc2n[nH]c3c2CCCCC3)nc1-c1ccnn1C	-4
CCOc1ccccc1C1CC(=O)Nc2cc(C)c(C)cc21 (configuration not stated)	-2
CCCCC1CN(CCNC(=O)c2ccc(OC)c(OC)c2OC)Cc2ccccc2O1 (configuration not stated)	3
Cc1ccc(-n2nc3c(N4CCCC(C(=O)NCCc5ccccc5)C4)nnc(C)c3c2C)cc1 (configuration not stated)	8
CCOC(=O)c1ccccc1NC(=O)N(C(C)C)C1CCN(C(C)=O)CC1	10
O=C(Cn1nnnc1CN1CCOCC1)NCCc1cccc(Cl)c1	-2
CN(C)S(=O)(=O)c1ccc(C(=O)N(Cc2cccnc2)c2nc3c(F)cc(F)cc3s2)cc1	-16
COc1cccc(CNC(=O)Cn2ccc3cc(S(=O)(=O)N4CCC(C)CC4)ccc32)c1	5
COc1cccc(CS(=O)(=O)C2C(C)CC(C)(C)CC2O)c1 (configuration not stated)	2
CC(=O)NC(=S)Nc1ccc(N(C)C(C)=O)cc1	0
CC1(C)SC(CN2C(=O)c3ccccc3C2=O)NC1C(=O)O (configuration not stated)	6
O=C(Nc1ccc(Oc2ccc(NC(=O)c3cccs3)cc2)cc1)c1cccs1	-8
COc1ccccc1Nc1ncccc1[N+](=O)[O-]	11
CC(C)Oc1cccc(NC(=O)C2CCN(S(=O)(=O)N(C)C)CC2)c1	-2
CC(C)(C)c1ccc(NC(=O)CSc2nnc3scc(-c4ccccc4)n23)cc1	-1
CCC(C(=O)NCCC(C)C)N(C(=O)Cn1nnc(-c2ccc(C)cc2)n1)c1cccc(O)c1 (configuration not stated)	5
CN1C(=O)C2(C3=C(CCCC3=O)OC(=N)C2C#N)c2ccccc21 (configuration not stated)	0
Cn1ncc(N2CCC(CNC(=O)c3nc4ccccc4s3)C2)cc1=O (configuration not stated)	-3
CCOc1ccc(-c2[nH]nc3c2C(C2CC=CCC2)C(C#N)C(=N)O3)cc1 (configuration not stated)	1
CCOC(=O)c1cnc2c(C(F)(F)F)cccc2c1Nc1cccc(C(=O)OC)c1	5
CCOc1cccc(CNC(C)c2cnc(-c3ccncc3)nc2C)c1 (configuration not stated)	8
Next compounds
SMILES	RBX1-CUL1 inh
CS[C@H]1C[C@H]2OC(c3ccccc3)=N[C@H]2C(=O)N1Cc1ccccc1	9
COc1cc(/C=C2/C(=O)N(c3ccc(Cl)c(Cl)c3)N=C2C)cc(OC)c1O	2
COc1ccc(S(=O)(=O)Nc2cc(C)cc(C)n2)c2ccccc12	1
COc1cc(NC(=O)Cn2c(=O)n(Cc3ccccc3Cl)c(=O)c3cc(OC)c(OC)cc32)cc(OC)c1	-1
CSCCC(=O)N1CCC(C2CCN(Cc3cccc(F)c3F)CC2)C1 (configuration not stated)	0
Cc1noc(C)c1C(=O)NC(c1ccccc1)c1ccccc1	3
COC(=O)c1c(NC(=O)c2ccccc2F)sc(C)c1-c1ccccc1	-6
O=C(Nc1cc2c(cc1Br)OCCO2)c1cccs1	-10
CCCN(CCC)C(=O)Cn1nnc2sc(-c3ccccc3)cc2c1=O	-1
O=C(NCc1ccccc1)c1cccc(N2CCCS2(=O)=O)c1	1
C/C(=N\NC(=O)c1cc(-c2cc(C)ccc2C)nc2ccccc12)c1cc(Cl)ccc1Cl	8
CCOc1ccc(-n2c(SCC(=O)N3C(C)CCCC3C)nc3sc4c(c3c2=O)CCCC4)cc1 (configuration not stated)	-9
O=C(Nc1cc(Sc2ccccc2)cc(Sc2ccccc2)c1)c1c(F)cccc1F	-5
COc1ccccc1Cc1nc2ccccc2[nH]c1=O	-5
Cc1ccccc1Cn1cc(NC(=O)c2ccoc2C)cn1	6
CNC(=O)CCCCCNS(=O)(=O)c1ccc(C)cc1	-1
O=C1Cc2ccccc2Cc2sccc21	7
Cc1ccsc1CN(C)C(=O)CC1C(=O)NCCN1Cc1ccoc1 (configuration not stated)	-1
CCOc1ccc(-n2c(SCC(=O)Nc3ccc(OC)c(OC)c3)nnc2-c2cn(C)nc2C)cc1	-3
CCOc1ccc2[nH]ccc(=O)c2c1	4

16 entries out of the list, ordered by molecular weight, descending:
SMILES	RBX1-CUL1 inh
Cc1cc(C(=O)N(C)C(Cc2ccccc2)C2CCN(C(=O)/C(F)=C/c3ccccc3)CC2)n(C)n1 (configuration not stated)	-5
Cc1ccc(-n2nc3c(N4CCCC(C(=O)NCCc5ccccc5)C4)nnc(C)c3c2C)cc1 (configuration not stated)	8
CCC(C(=O)NCCC(C)C)N(C(=O)Cn1nnc(-c2ccc(C)cc2)n1)c1cccc(O)c1 (configuration not stated)	5
O=C(Nc1cc(Sc2ccccc2)cc(Sc2ccccc2)c1)c1c(F)cccc1F	-5
CN1CCN(C2=C(Cl)C(=O)N(c3ccc(I)cc3)C2=O)CC1	14
O=C(Cn1c(=O)nc(-c2ccccc2)c2cc(Cl)ccc21)NCCc1ccccc1	-2
Cc1sc2c(c1C)c(=O)n(CCc1ccccc1)c(=O)n2Cc1ccc(F)cc1	-7
CCOC(=O)c1ccccc1NC(=O)N(C(C)C)C1CCN(C(C)=O)CC1	10
CCOC(=O)c1ccc(NC(=O)C(=O)NCCc2ccc(OC)cc2)cc1	7
CCOC(=O)c1c(NC(=O)CN2CCCCC2)sc2c1CCCC2O (configuration not stated)	13
COc1ccc(S(=O)(=O)Nc2cc(C)cc(C)n2)c2ccccc12	1
Clc1ccc(/C=N/NC2=NNc3nc4ccccc4n3C2)cc1	-6
CN1C(=O)C2(C3=C(CCCC3=O)OC(=N)C2C#N)c2ccccc21 (configuration not stated)	0
CC1(C)SC(CN2C(=O)c3ccccc3C2=O)NC1C(=O)O (configuration not stated)	6
COc1ccccc1C1NC(=O)c2n[nH]c(-c3cccs3)c21 (configuration not stated)	3
CCOc1ccc2[nH]ccc(=O)c2c1	4

(more compounds)
SMILES	RBX1-CUL1 inh
O=C(c1ccc2c(c1)CCN2S(=O)(=O)c1ccccc1)N1CCN(c2ccc(F)cc2)CC1	9
CSc1ccc(CNc2ccc(C(=O)O)cc2C)cc1	-3
COc1ccc(NC(=O)C2Cc3ccccc3CN2S(=O)(=O)c2cccs2)cc1 (configuration not stated)	-5
CCOc1ccc(NC(=O)c2cnc(N3CCCCC3)c3ccccc23)cc1	-2
Cc1nn(-c2nnc(NCc3ccccc3)nn2)c(C)c1Br	0
O=C(c1ccccc1)N1CCCCC(Sc2ncnc3sc(-c4ccccc4)cc23)C1=O (configuration not stated)	0
COc1ccc(-n2ccnc2SCC(=O)Nc2ccc(F)cc2F)cc1	-6
CCOC(=O)c1c(NC(C)=O)sc2c1CCC/C2=N\OC(=O)c1ccccc1Cl	-2
O=C(CN1Cc2ccccc2OC(c2ccccc2F)C1)N1CCC(C(O)c2cccnc2)CC1 (configuration not stated)	2
CCOC(=O)N1CCC(N2CCCC(C(=O)c3cccc(OC)c3)C2)CC1 (configuration not stated)	0
Cc1ccccc1-c1nn2c(Cn3cnc4ccccc43)nnc2s1	-2
CC1(C)CC(=O)C2=C(C1)N=C1c3ccccc3C(=O)C1C2c1ccc(F)cc1 (configuration not stated)	3
COc1ccc(NC(=O)Cn2nnc(C(=O)NCc3ccc4c(c3)OCO4)c2N)cc1	6
CSc1ccccc1NC(=O)Nc1cccc(C)c1C	-3
Cc1ccc(NC(=O)C2CCN(S(=O)(=O)c3ccc4c(c3)CCCC(=O)N4)CC2)cc1N(C)C	-4
COc1ccc(C(=O)N/N=C/c2ccc(OC)c(OCc3ccc(Cl)cc3Cl)c2)cc1	-3
CC(C)(C)c1ccc(C2C(C(=O)c3ccc(Br)cc3)C(=O)C(=O)N2CC2CCCO2)cc1 (configuration not stated)	2
CCc1ccc(-c2nc(CSCC(=O)N3CCN(c4ccc(F)cc4)CC3)c(C)o2)cc1	4
COc1cc(OC)c(NS(=O)(=O)c2ccc3c(c2)NC(=O)CCS3)cc1Cl	-5
O=C(Nc1cccc(F)c1)N1CCN(Cc2cccc(Cl)c2)CC1	-6
Cc1ccc2c(c1)c1c(c(=O)n(-c3ccccc3C)c(=O)n1CC(=O)c1ccc(Cl)cc1)n2C	-8
COc1ccc(Cl)cc1-n1c(C)ccc1C	9
CC(C)(O)C#Cc1ccc(C(=O)N2CCN(c3ccccc3)CC2)cc1	-2
Cc1ccc2c(Cl)c(C(=O)n3cccn3)sc2c1	1
Cc1ccc(C)c(-n2nnc(C(=O)N(C)c3ccccc3)c2C)c1	12
Brc1cc2c(Br)c(Br)sc2s1	-3
COCc1ccc(C(=O)Nc2ccc(-c3nc(CNC(=O)c4cc(Cl)ccc4F)c(C)o3)cc2)o1	4
COc1ccc2c(c1)c1c(c(=O)n(-c3ccccc3C)c(=O)n1CC(=O)NCc1ccc(C)cc1)n2C	-10
COc1ccc(/C=C2/SC(=S)N(CCCC(=O)OCCN(C)C)C2=O)cc1	2
Cc1cccc(OCC(=O)Nc2cccc(-c3nc4ccccc4s3)c2)c1	-15
Cc1cccn2c(=O)c3cc(C(=O)NC(C)C)n(C)c3nc12	0
O=S(=O)(Nc1ccc(Cl)cc1)c1cccc(S(=O)(=O)c2ccc(Cl)c(Cl)c2)c1	-13
COc1cccc(N2CC(NC(=O)c3ccc4c(c3)OCO4)CC2=O)c1 (configuration not stated)	2
CC(=O)Nc1ccc2nc(NC(=O)CS(=O)(=O)c3ccc(C)cc3)sc2c1	-1
CCOc1ccccc1CNC(=O)c1ccc2c(c1)N(Cc1ccc(C)cc1)CCS2	-4
CN1C(=O)c2cccc3c(S(=O)(=O)N4CCCCC4)ccc1c23	5
O=C(Nc1ccc(C(=O)N2CCCCC2)cc1)c1ccc(Br)cc1	-3
O=C(CC1NC2CCCCC2NC1=O)Nc1ccc(F)c(Cl)c1 (configuration not stated)	-11
COC(=O)c1nn(-c2cccc(C)c2)c2nc3ccccc3n12	-2
CC(=O)C1C(C)=NC2=C(C(=O)c3ccccc32)C1c1cccnc1 (configuration not stated)	-3
COc1cc2cc(CNc3ccccc3)c(=O)n(CC(=O)Nc3cc(C)cc(C)c3)c2cc1OC	2
CC(=O)Nc1ccc(-n2c(C)ccc2C)cc1	2
CC1CCn2c(nc3cc(C(=O)NCCc4ccccc4)ccc32)C1 (configuration not stated)	-2
CCOCCn1c(=O)c2c(nc3n(-c4ccc(OC)cc4)c(C)c(C)n23)n(C)c1=O	-4
CCOC(=O)c1ccc(N2C(=O)c3[nH]nc(-c4ccc(C)cc4)c3C2c2ccc(O)c(OCC)c2)cc1 (configuration not stated)	2
CC(Cc1cccs1)NC(=O)C1CC(Cc2cccc(Cl)c2)=NO1 (configuration not stated)	-1

Bioassay records as filed in PubChem BioAssay.

This is a subset, so the mix of outcomes need not match the whole.
